FXIa inh 1536: factor XIa (human) inhibition. 220,000 tested, 0.14% active. AID 798. purified FXIa, Boc-Glu-Ala-Arg-AMC fluorogenic substrate. inhibition, % at 5 µM. P03951;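 active means inhibition of at least 40%; inactive means inhibition below 40%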;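 further: fluorescence of freed AMC excited at 355 nm; 0% = enzyme without compound and 100% = no enzyme blank; many of its hits are not listed in these tables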
Tb hexokinase: blocks Trypanosoma brucei hexokinase 1 activity | recombinant TbHK1, G6PDH-coupled NADH A340 | inhibition, % at 10 µM | 220,000 tested, 0.11% active | AID 1430;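 active means inhibition of 50% or more in the single-dose primary screen; inactive means inhibition below 50%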
Wee1 stabilizer: inhibitors of human Wee1 degradation; 220,000 tested, 1.2% active; AID 1321; reporter increase, % at 5 µM; HeLa Luc-Wee1K328M stability, luciferase luminescence; 100% = proteasome inhibitor MG132 effect;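 active means activation above the mean of all tested compounds plus 3 SD, set per screening run, cut at about 8.8% in these data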;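 further: cells exposed to compound for 20 h before luminescence read; 0% = DMSO alone and 100% = MG132 at 30 µM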
Target sequence (P30291 whole entry K328M): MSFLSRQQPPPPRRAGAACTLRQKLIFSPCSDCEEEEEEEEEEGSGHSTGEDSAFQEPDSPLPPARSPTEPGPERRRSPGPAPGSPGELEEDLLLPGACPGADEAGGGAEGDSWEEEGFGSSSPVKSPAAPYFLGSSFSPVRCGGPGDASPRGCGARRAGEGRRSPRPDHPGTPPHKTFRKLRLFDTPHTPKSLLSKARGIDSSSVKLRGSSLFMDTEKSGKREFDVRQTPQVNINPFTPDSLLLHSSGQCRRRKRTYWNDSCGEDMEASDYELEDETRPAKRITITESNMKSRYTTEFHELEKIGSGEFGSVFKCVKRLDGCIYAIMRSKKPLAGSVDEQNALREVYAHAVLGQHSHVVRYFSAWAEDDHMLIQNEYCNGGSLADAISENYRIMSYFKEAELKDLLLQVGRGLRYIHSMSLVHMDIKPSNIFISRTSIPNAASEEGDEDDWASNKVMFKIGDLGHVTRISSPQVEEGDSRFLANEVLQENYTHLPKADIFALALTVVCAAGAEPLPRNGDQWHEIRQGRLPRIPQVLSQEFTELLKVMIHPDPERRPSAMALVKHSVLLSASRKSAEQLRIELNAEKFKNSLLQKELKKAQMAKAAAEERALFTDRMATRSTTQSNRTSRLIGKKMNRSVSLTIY
PPC-1+TRAIL kill: compounds killing PPC-1 cancer cells with TRAIL present (potentiator screen, no TRAIL-free arm). PPC-1 cells + TRAIL, ATPLite viability luminescence. cell killing (% activity), % at 4 µM. 220,000 tested, 0.41% active. AID 1443;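 active means cell killing above 50% in the first pass at 4 µM, then a duplicate retest at 5 µM averaging 50% or more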;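 further: plate controls were cells with TRAIL plus DMSO for no effect and medium-only wells lacking cells for full effect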
FXIIa inh 1536: factor XIIa (human) inhibition; 220,000 tested, 0.3% active; P00748; AID 800; purified FXIIa, Boc-QGR-AMC fluorogenic substrate, 2 h; inhibition, % at 5 µM; in the data active means inhibition above about 40%;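 further: 0% = enzyme with no compound and 100% = blank without enzyme; many of its hits are not listed in these tables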
zVAD death inh: L929 zVAD cell death inhibition | L929 zVAD necroptosis rescue, ATP luminescence, 24 h; with zVAD 60 µM | viability rescue, % at 10 µM | 220,000 tested, 0.38% active | AID 1377;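 active means activation, scaled between plate controls, above about 75%, limit read from the data; inactive means activation under that limit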;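 further: 0% = zVAD with DMSO and 100% = DMSO alone without zVAD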
CHOP inh: CHOP inhibition in unfolded protein response | CHO-K1 CHOP-promoter luciferase, tunicamycin-induced, 15-18 h | AID 2732 | inhibition, % at 10 µM | 220,000 tested, 3.8% active;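 active means compounds that reduced the stress-induced luciferase reporter signal by more than about 70% of percent inhibition, limit read from the data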;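 further: 0% = tunicamycin plus vehicle and 100% = wells without tunicamycin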
PGE2 EP2 inh: inhibitors of human EP2 prostaglandin E2 receptor; C6 glioma cells expressing human EP2, cAMP TR-FRET; cells stimulated with saturating PGE2; inhibition, % at 25 µM; 260,000 tested, 0.52% active; AID 1422;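 active means percent inhibition above 40 after rounding to a whole number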;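 further: rat C6 glioma host cells with rolipram phosphodiesterase inhibitor present; the protocol text gives 20 µM as final concentration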
Target sequence (P43116 whole entry, looked up): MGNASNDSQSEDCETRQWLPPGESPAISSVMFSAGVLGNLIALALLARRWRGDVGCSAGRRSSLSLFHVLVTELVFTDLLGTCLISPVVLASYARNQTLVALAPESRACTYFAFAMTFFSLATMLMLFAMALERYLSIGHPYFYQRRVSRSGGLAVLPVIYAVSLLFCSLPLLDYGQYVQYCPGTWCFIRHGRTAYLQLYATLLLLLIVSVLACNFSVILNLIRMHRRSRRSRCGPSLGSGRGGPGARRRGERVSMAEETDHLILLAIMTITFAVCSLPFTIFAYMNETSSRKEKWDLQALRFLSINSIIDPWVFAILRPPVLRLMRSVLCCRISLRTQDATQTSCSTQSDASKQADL
TNF death inh: blocks TNF-alpha induced death of Jurkat FADD-/- cells; AID 463075; activation (protection from cell death), % at 10 µM; 220,000 tested, 0.068% active; Jurkat FADD-/- TNF necroptosis rescue, ATP luminescence, 24 h; 0 = TNF only, 100 = no-TNF cells;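 active means activation, meaning protection from cell death, of at least 50% relative to plate controls; inactive means activation below 50%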;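 further: necroptosis triggered by 40 ng/mL TNF-alpha added together with compound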
Numbers without * were called inactive; . = not tested or not shown; & = joins results of further samples. These rows are one share of the data; count on the stated rates, not on these rows.

SMILES	FXIa inh 1536	Tb hexokinase	Wee1 stabilizer	PPC-1+TRAIL kill	FXIIa inh 1536	zVAD death inh	CHOP inh	PGE2 EP2 inh	TNF death inh
CCOC(=O)c1nnsc1Nc1ccc(C)c(C)c1	4	-4	-1	-4	10	-0.3	0	11	-1.2
CCOc1ccccc1C1C(C(=O)OC)=CN(C)C=C1C(=O)OC	-8	-1	-2	11	-22	-0.1	2	6	-1.7
CCCS(=O)(=O)N1CCC(C(=O)NCCCOC(C)C)CC1	-10	-4	2	11	6	0.7	2	10	0.9
Cc1cc(C)c(NC(=O)C2CCCN2CCOC(=O)c2cccc([N+](=O)[O-])c2)c(C)c1 (stereo unspecified)	4	-11	3	16	3	-0.9	19	2	1.4
CCOC(=O)c1ccc(S(=O)(=O)N2CCN(S(=O)(=O)CC)CC2)cc1	5	-4	2	-10	12	-0.1	60	14&8	-1.8
O=C(Nc1ccccc1)C(Cc1ccccc1)NC(=O)C12CC3CC(CC(C3)C1)C2 (stereo unspecified)	10	-12	-1	38	18	0.4	-4	3	-0.6
O=C(CCc1nc2ccccc2c(=O)[nH]1)Nc1ccc(F)c([N+](=O)[O-])c1	7	8	-3	-4	19	-0.3	7	8	-1.3
Cc1ccc(CCN2CC(C(=O)N3CCN(c4ccc(F)cc4)CC3)CC2=O)cc1 (stereo unspecified)	4	-5	-1	11	17	0.3	-22	5	-1.2
COc1cccc(N=Nc2c(N)[nH]n3c(=O)c4c(nc23)CCCC4)c1	-5	-14	-2	23	1	0.1	-62	4	0.0
COc1ccc(OC)c(CNC(=O)C2CCCN(c3nc4ccccc4o3)C2)c1 (stereo unspecified)	3	-14	-2	6	9	3.1	-4	-1	-0.2
COc1ccccc1Nc1ncc(C(C)=O)c(C)n1	5	10	-1	24	15	0.1	-35	6	-6.6
CC(C)NS(=O)(=O)c1ccc(NC(=S)NC(=O)c2ccc(-c3ccccc3)cc2)cc1	1	-12	-2	16	20	-0.1	52	7	-6.7
COc1ccc2c(c1)C(C)=CC(C)(C)N2C(=O)CNCc1ccc2c(c1)OCO2	-1	-2	-2	4	15	0.4	74*	8	1.4
CC12C=CC3(CN(Cc4ccccc4)C(=O)C3C1C(=O)NCc1ccco1)O2 (stereo unspecified)	5	10	2	-2	7	1.0	-15	5	-1.7
Cc1ccc(NNC(=O)c2cccs2)cc1Cl	3	-10	0	8	8	-0.8	-8	10	-4.4
Cn1c(C(=O)OC(C(=O)NCC2CCCO2)c2cccnc2)cc2sccc21 (stereo unspecified)	7	0	1	5	9	19	4	8	2.2
Cc1ccccc1C1NS(=O)(=O)N=C1N (stereo unspecified)	-1	1	1	10	12	0.3	-14	2	0.6
COC(=O)C1=C(C)Nc2nnnn2C1c1ccccc1Cl (stereo unspecified)	10	-2	-4	20	20	0.4	-17	7	-0.7
Cc1ccc(-n2cc(CNC(C)Cn3cncn3)c(-c3ccc(F)cc3)n2)cc1 (stereo unspecified)	20	4	2	15	7	-0.2	20	1	1.0
CCn1c(SCC(=O)Nc2cc(C)on2)nc2c1c(=O)n(C)c(=O)n2C	19	-3	1	16	21	1.7	10	10	-0.4
CCCCNC(=S)N1CCn2cccc2C1c1ccccc1 (stereo unspecified)	-1	8	-1	12	3	-0.6	-7	7	0.3
O=C(NCC(=O)N(c1ccc(F)cc1)C(C(=O)NC1CCCC1)c1cccnc1)c1cccs1 (stereo unspecified)	11	3	-3	5	18	-0.2	18	3	-0.1
COCCNC(=O)CN(C(=O)CCC(=O)Nc1cc(C)on1)c1ccccc1C	-6	3	4	4	2	0.2	7	8	-2.3
Cc1nc2sc(C(c3ccccc3)N3CC(C)OC(C)C3)c(O)n2n1 (stereo unspecified)	-7	5	6	7	2	-0.5	18	10	-0.5
O=C(N/N=C/c1cn(-c2ccccc2)nc1-c1cc2ccccc2o1)c1c[nH]c2ccccc12	-4	-33	1	39	-2	3.0	32	9	-1.6
Cc1ccc(C)c(N2CCN(C(=O)c3ccc4nc(-c5ccco5)c(-c5ccco5)nc4c3)CC2)c1	8	-12	0	7	17	0.0	12	5	-1.4
COc1cc(C)nc(N(Cc2ccccc2)S(=O)(=O)c2ccc(C)cc2)n1	-2	11	0	13	7	-0.4	43	3	-1.6
C/C(=C\C(=O)C(F)(F)F)Nc1cc(C)cc(C)c1	3	0	-2	9	10	-0.3	39	9	-3.5
COc1ccc(OC)c(-c2csc(NC(=O)Cn3[nH]c(=O)c4ccccc4c3=O)n2)c1	-3	-9	-1	18	1	0.4	-37	3	1.9
COC(=O)N/N=C/c1cc(Br)ccc1O	4	-7	3	-5	12	0.0	24	0	-3.4
CCOCc1cnc(C)nc1NCC(=O)c1c(C)[nH]c2cc(C)ccc12	-5	-9	-3	-3	-1	0.3	29	10	-2.8
Cc1nc2ccccc2c(=O)n1/N=C/c1cccs1	0	-10	-1	22	4	1.4	-6	5	0.1
CSc1ccc(CCNC(=O)C2CCN(c3nnc(-n4cccc4)s3)CC2)cc1	-1	-4	2	9	14	5.0	45	12	-1.1
CCOc1ccc(OCC)c(NC(=O)C2CCN(S(=O)(=O)c3c(C)noc3C)CC2)c1	2	-11	12*	-12	16	-0.2	25	9	-0.3
COc1cc(/C=N/NC(=O)c2ccccc2)ccc1OS(=O)(=O)c1ccccc1	9	-4	0	22	10	6.9	-6	4	2.6
COc1cc(/C=N\NC(=O)CNC(=O)c2cccc([N+](=O)[O-])c2)ccc1O	1	-11	0	8	8	-0.6	8	11	3.1
S=C1NC[C@H](c2ccccc2)N1CCCCC1CCCCC1	-3	8	.	15	5	0.5	61	18	-3.6
CN(C)c1ccc(NS(=O)(=O)c2ccc(-c3csnn3)cc2)cc1	0	-2	4	28	12	0.2	16	15	-3.2
COCCN1C=C2C(=O)C(C)(OC(=O)c3cccs3)C(=O)C=C2C=C1CCCC(=O)OC (stereo unspecified)	2	-24	.	16	11	-1.4	6	14	0.6
CCc1ccc(-c2cn3nc(-c4ccccc4)cnc3n2)cc1	1	-12	2	3	4	1.5	-19	11	4.7
Cc1ccc(C2=N/C(=C\c3ccc(OS(=O)(=O)c4ccc(C)cc4)cc3)C(=O)O2)cc1	1	2	0	-1	3	0.4	3	9	0.1
CCOc1ccc(CN2CCN(S(=O)(=O)c3ccc(NC(C)=O)cc3)CC2)cc1	5	2	0	7	8	-0.9	31	6	0.6
CCOc1ccc(NC(=O)N(CCC(C)C)C2CCN(C(C)=O)CC2)cc1	21	-4	-2	-12	14	0.6	-10	6	0.3
CCOC(=O)C(Cc1ccccc1)NC(=O)CNC(C)=O (stereo unspecified)	1	4	-1	-1	-1	0.0	38	5	0.2
CC(=O)/C(N)=N/Nc1cccc(Cl)c1	18	4	-3	4	21	0.4	3	3	0.1
COc1ccc2c(c1OC)C(=O)N(c1cccc(C)c1)C2	5	1	4	15	-14	0.1	28	7	-1.7
COc1ccc(NC(=S)Nc2cc(C)ccn2)c(OC)c1	20	-3	0	22	28	0.7	-13	10	-1.7
COc1cc(C(=O)NCC2CCCO2)ccc1OCc1c(C)noc1C (stereo unspecified)	-2	3	1	8	11	19	-2	8	0.0
CCCc1sc(N2CCCC(C(N)=O)C2)nc1-c1ccccc1 (stereo unspecified)	1	-3	2	3	5	0.5	13	5	0.4
COc1cccc(Sc2ccccc2CN(C)C)c1	2	8	1	17	16	-0.4	44	13	2.3
Cc1ccc(-c2cc(C(=O)O)n[nH]2)s1	1	2	-1	-23	.	2.2	-2	8	-1.0
COc1ccc(S(=O)(=O)CC2(O)CCN(C(=O)C(C)(C)C)CC2)cc1	-5	-2	0	9	8	2.5	0	3	0.1
O=C1c2cccc3cccc(c23)C(=O)N1c1ccncc1	9	-28	2	5	18	0.1	15	8	-0.7
Cc1sc2ncn(CC(=O)NCCN3CCOCC3)c(=O)c2c1S(=O)(=O)N1CCC(C)CC1	3	-2	-3	18	-11	1.0	4	9	0.1
CC(=O)Nc1ccc2[nH]c(C)c(CC=C(Cl)Cl)c(=O)c2c1	2	-24	2	4	2	-0.5	18	10	2.5
O=C(Nc1ccc(Cl)cc1)c1ccc(-n2cncn2)c([N+](=O)[O-])c1	-5	-3	-1	6	6	0.4	-6	11	-5.1
CCCc1[nH][nH]c(=O)c1C(c1ccccc1)C(C#N)C#N (stereo unspecified)	-3	-4	-1	18	-3	0.2	11	12&8	-1.6
COc1ccc(CCNC(=O)C2CCCN2C(=O)NC2CCCCC2)cc1OC (stereo unspecified)	4	1	-1	22	13	0.4	-8	10	-0.4
COc1ccc(/C=N/n2c(SC)nnc(C(C)(C)C)c2=O)cc1OC	10	-39	3	8	24	0.3	32	6	6.1
Cc1nn(-c2ccccc2)c(Cl)c1/C=C(\CC(=O)O)c1nc2ccccc2s1	6	-29	3	-8	10	0.2	-4	6	-0.8

(cont.)
SMILES	FXIa inh 1536	Tb hexokinase	Wee1 stabilizer	PPC-1+TRAIL kill	FXIIa inh 1536	zVAD death inh	CHOP inh	PGE2 EP2 inh	TNF death inh
O=S1(=O)N=C2CCCCCN2C(c2ccncc2)N1 (stereo unspecified)	5	7	1	2	25	-0.4	13	8	-2.7
COC(=O)c1cn(NC(=O)c2ccncc2)c(=O)c2ccccc12	-13	-9	-1	-6	10	1.1	12	7	-0.1
O=C(c1cccs1)N1CCN(Cc2ccc3c(c2)OCO3)CC1	-4	6	0	4	8	-0.1	18	14	1.3
COc1ccc(NC(=O)CN2CCN(c3ccc(Cl)cc3)CC2)c(OC)c1	-6	3	2	2	0	-0.3	40	16	-7.7
COc1cccc(C(=O)O/N=C(\N)c2ccc([N+](=O)[O-])cc2)c1	4	3	1	21	22	0.0	50	9	-1.9
O=C(NCCCN1CCOCC1)c1cccnc1	20	3	0	23	26	0.3	14	7	1.3
COc1c2c(cc3oc(C)cc(=O)c13)OC(C(C)(C)OC1OC(CO)C(O)C(O)C1O)C2 (stereo unspecified)	10	-11	1	4	13	2.4	0	-3	0.0
c1ccc(CNCCC(Cc2ccccc2)c2ccco2)cc1 (stereo unspecified)	-5	7	-1	4	-2	0.0	24	5	1.3
Cc1ccc(-n2[nH]c(C)c(/C=N/n3c(C)nc4ccccc4c3=O)c2=O)cc1	6	-12	0	14	7	0.3	19	6	-0.5
CCOc1ccc(S(=O)(=O)N2Cc3ccccc3CC2C(=O)NCCCn2ccnc2)cc1 (stereo unspecified)	2	-2	9	-4	15	-0.3	34	0	-3.9
COc1cccc(/C=N/N2CCN(c3ccncc3S(=O)(=O)N3CCCCC3)CC2)c1	8	-10	0	18	14	0.8	15	9	4.4
CC(C)CC(=O)N/C(N)=N/c1nc2ccccc2s1	-3	-13	-1	24	16	0.2	-4	12	0.1
CC(=O)OCC1CCCC2=C(C)C(=O)CCC21COC(C)=O (stereo unspecified)	7	0	3	2	9	-0.2	20	7	0.3

One compound at a time, as listed above. Order of screens: FXIa inh 1536	Tb hexokinase	Wee1 stabilizer	PPC-1+TRAIL kill	FXIIa inh 1536	zVAD death inh	CHOP inh	PGE2 EP2 inh	TNF death inh
`COc1ccc(NC(=S)Nc2cc(C)ccn2)c(OC)c1` reads 20	-3	0	22	28	0.7	-13	10	-1.7
`COc1ccccc1Nc1ncc(C(C)=O)c(C)n1` reads 5	10	-1	24	15	0.1	-35	6	-6.6
`COc1c2c(cc3oc(C)cc(=O)c13)OC(C(C)(C)OC1OC(CO)C(O)C(O)C1O)C2` (stereo unspecified) reads 10	-11	1	4	13	2.4	0	-3	0.0

Assay outcomes deposited in PubChem by several laboratories.
